# Screening results as filed in PubChem BioAssay.
# MEKK3 PB1 HTS – MEKK3-MEK5 PB1 interaction, increase or decrease; Q99759; 290,000 tested, 1.4% active; binding response (% of control), % at 10 µM; bead-based flow cytometry, Alexa488-MEK5 binding to MEKK3; actives lie on both sides; 0 = blocked by unlabeled MEK5, 100 = vehicle;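 active = binding response more than 3 SD above or below the average of its plate-row segment, actives on both sides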;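 note: Alexa488 bead fluorescence after subtracting the streptavidin-only scavenger bead signal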
# PHOSPHO1 inh – PHOSPHO1 (human) inhibition | Q8TCT1 | recombinant PHOSPHO1, absorbance phosphatase assay | inhibition, % at 13.3 µM | 290,000 tested, 1.1% active; in the data active = inhibition above about 60%
# IDE cell inh – inhibitors of human insulin-degrading enzyme in cells; inhibition, % at 5.59 µM; P14735; 320,000 tested, 0.41% active; AID 434962; HEK cells, FAbetaB cleavage, fluorescence polarization;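 active = percent inhibition above the average of all tested compounds plus 3 SD, set per screening campaign, cut at about 16% in these data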;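 note: IDE supplied by intact live HEK cells; FP after avidin binding of uncleaved biotin substrate so inhibition keeps polarization high; 0% = DMSO wells and 100% = 60 µM reference IDE inhibitor Ii1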
# Target sequence (P14735 whole entry, looked up): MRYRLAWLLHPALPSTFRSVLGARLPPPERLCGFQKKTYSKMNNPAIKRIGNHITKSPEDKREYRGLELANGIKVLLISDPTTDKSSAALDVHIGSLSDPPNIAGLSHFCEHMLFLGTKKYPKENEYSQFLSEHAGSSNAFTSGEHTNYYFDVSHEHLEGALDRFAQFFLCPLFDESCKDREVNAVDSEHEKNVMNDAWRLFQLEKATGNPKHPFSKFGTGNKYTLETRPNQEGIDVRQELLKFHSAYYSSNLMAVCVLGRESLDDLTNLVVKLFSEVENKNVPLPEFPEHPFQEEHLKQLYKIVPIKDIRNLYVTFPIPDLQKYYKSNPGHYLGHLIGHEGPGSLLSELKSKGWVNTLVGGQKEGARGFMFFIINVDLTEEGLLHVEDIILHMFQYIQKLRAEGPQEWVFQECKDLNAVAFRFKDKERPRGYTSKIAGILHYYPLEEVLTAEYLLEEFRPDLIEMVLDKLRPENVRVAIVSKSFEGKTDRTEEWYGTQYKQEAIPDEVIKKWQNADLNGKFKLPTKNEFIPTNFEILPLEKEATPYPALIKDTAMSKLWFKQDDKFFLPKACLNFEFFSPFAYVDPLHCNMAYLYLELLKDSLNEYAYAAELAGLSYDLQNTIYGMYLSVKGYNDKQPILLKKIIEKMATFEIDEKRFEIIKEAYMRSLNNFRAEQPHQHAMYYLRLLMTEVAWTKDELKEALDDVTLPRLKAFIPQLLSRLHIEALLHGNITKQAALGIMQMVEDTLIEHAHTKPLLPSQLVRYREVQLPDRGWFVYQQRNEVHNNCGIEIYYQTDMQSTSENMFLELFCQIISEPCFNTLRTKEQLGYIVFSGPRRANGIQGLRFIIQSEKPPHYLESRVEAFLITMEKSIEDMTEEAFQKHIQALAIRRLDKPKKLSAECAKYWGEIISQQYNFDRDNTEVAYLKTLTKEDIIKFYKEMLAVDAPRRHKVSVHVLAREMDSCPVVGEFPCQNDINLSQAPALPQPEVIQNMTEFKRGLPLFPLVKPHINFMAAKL
# M4 PAM – positive allosteric modulators of human muscarinic M4 receptor; activation, % at 3 µM; 360,000 tested, 0.4% active; P08173; CHO-K1 hM4/Gqi5, Fluo-8 calcium fluorescence, ACh EC20; 0% = ACh EC20, 100% = maximal ACh;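 active = activation above its plate's cutoff, the mean activation of sample wells plus 3 SD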; note: some results filed as inactive read as strong as hits
# CRFBP-R2 agonist – CRF-BP/CRF-R2 complex agonism. AID 588473. activation, % at 13.2 µM. 350,000 tested, 0.46% active. HEK293 CRF-R2/CRF-BP, calcium dye fluorescence (FLIPR); percent of saturating CRF peptide response;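 active = activation of at least 50%, plus an integration ratio under a set limit after plate pattern correction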;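 note: plate controls were neutral control wells without compound for no effect and CRF at EC100 for full effect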
# CRFR2-BP antag – blocks CRF-induced signaling of the CRF-BP/CRF-R2 complex; HEK293 CRF-R2/CRF-BP, CRF-induced calcium fluorescence; inhibition, % at 11.8 µM; 350,000 tested, 0.59% active; AID 588475;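 active = inhibition of the ligand-induced calcium signal above about 50% at the single tested concentration, limit read from the data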
# IDE cell activ – IDE (human) activation, cell-based | P14735 | HEK cells, FAbeta-B cleavage, fluorescence polarization; 0% vehicle, 100% cell-free pure enzyme wells | activation, % at 5.96 µM | 340,000 tested, 0.073% active;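 active = activation above the mean of all tested compounds plus 3 SD, set per screening campaign, cut at about 17% in these data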
# p-CIP stab down – lowers stability of the mouse p/CIP coactivator protein; decrease of EGFP signal, % at 10 µM; F442A p/CIP-EGFP cells, EGFP fluorescence, 16 h; 290,000 tested, 0.01% active; Q05BA5;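 active = EGFP signal decrease of at least 30% at 10 µM or well 3 SD below plate mean, unless failing retest; inactive = the rest, including hits failing retest or dose response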; note: some compounds called inactive have numbers as strong as hits; many of its hits are not listed in these tables
# GalR3 antagonist – human GalR3 antagonism; AID 651719; HEK293 GalR3-CNG cAMP membrane potential fluorescence; galR3 body fused to GalR1 C-terminus; inhibition, % at 3 µM; O60755; 360,000 tested, 0.44% active;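 active = inhibition above the screen-wide average plus 3 SD, cut at about 13% in these data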;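 note: forskolin and galanin both at EC90 stimulate the cells; cAMP rise reported by CNG channel membrane potential dye signal; 0% = forskolin plus galanin with DMSO and 100% = forskolin alone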
# Starred values were filed as active, the others as inactive; . = no result given; [ ] = another dose, or the depositor's remark. Hits appear at their usual frequency; about 4.2% have a hit in one of these screens.
Structure	CRFBP-R2 agonist	PHOSPHO1 inh	M4 PAM	p-CIP stab down	IDE cell inh	CRFR2-BP antag	MEKK3 PB1 HTS	IDE cell activ	GalR3 antagonist
CSCCC(NC(=O)c1ccccc1Br)C(=O)NNC(=O)c1ccncc1 (stereo unspecified)	0.4	.	0	.	0	-16	.	5	-2
CC(=O)Nc1ccc(C(=O)c2ccccc2)cc1	0.1	10	7	-5	2	0	102	-4	4
COc1ccccc1NC(=O)Nc1nc(CC(=O)NCc2ccc(F)cc2)cs1	1.9	.	-8	.	-8	-10	.	3	-4
CC(CNC(=O)COC(=O)c1ccco1)c1ccccc1 (stereo unspecified)	-0.6	.	9	.	-4	3	.	0	-3
Cc1ccc2cc(CN(Cc3ccco3)C(=O)NC3CCCCC3)c(=O)[nH]c2c1C	-1.9	-6	-4	8	1	-7	64*[inhibitor]	-3	-6
COc1cccc(CN2CCNC(=O)C2CC(=O)NCc2cc(C(C)C)no2)c1 (stereo unspecified)	-0.6	24	0	1	3	-12	93	4	0
CC(=O)Nc1ccc(NC(=O)C2(C)CC2(Cl)Cl)cc1 (stereo unspecified)	0.0	2	-1	7	2	15	94	0	-2
COc1ccccc1N1CCN(CC(O)COc2ccc3c(C)cc(=O)oc3c2)CC1 (stereo unspecified)	-0.6	-10	-5	1	-6	13	106	-1	4
CCOc1ccccc1NC(=O)C1CCN(C(=O)C2CC(=O)N(c3ccc(C)cc3)C2)CC1 (stereo unspecified)	-0.2	26	1	-5	3	0	100	3	-7
CCCOc1ccc(NC(=O)CC2C(=O)N(C)C(=S)N2Cc2ccc3c(c2)OCO3)cc1 (stereo unspecified)	0.6	-13	-5	-1	-6	-58	104	5	-4
CCCc1ccc(S(=O)(=O)N2CCN(C(C)C(=O)NCc3ccccc3)CC2)cc1 (stereo unspecified)	-0.1	.	-6	.	.	0	.	-1	-3
CCOc1ccccc1OCCn1nc2ccccc2n1	-0.9	-18	-1	-11	2	4	105	-1	-6
CCCn1c(SCC(=O)Nc2cc(C(=O)O)ccc2C)nc2sc3c(c2c1=O)CCC3	-0.1	.	8	.	0	3	.	4	1
CC1CCCC(C)N1C(=O)COC(=O)C12CC3CC(CC(Cl)(C3)C1)C2 (stereo unspecified)	-0.3	.	-1	.	6	-23	.	4	-6
CON/C=C(\C=Nc1ccc(C(F)(F)F)cc1)c1ncc(C(F)(F)F)cc1Cl	-0.1	-4	16	-15	-2	-14	95	2	-5
CC1=C(C(=O)OCc2ccccc2)C(c2ccsc2)C(C#N)=C(N)O1 (stereo unspecified)	1.8	-1	11	-1	8	13	113	0	-1
CC(C)(C)NC(=O)C(OC(=O)c1cccs1)c1ccc(C#N)cc1 (stereo unspecified)	-0.1	41	4	-22	1	15	100	4	-4
Cc1ccc2oc(=O)c3cc(C(=O)NCCCN4CCCC(C)C4)sc3c2c1 (stereo unspecified)	-2.0	12	0	-7	6	8	105	-2	-6
CCOC(=O)c1ccc(NC(=O)CCc2nnc3ccc(N4CCCC4)nn23)cc1	1.9	15	1	-4	-3	-6	99	0	2
COc1cccc([C@@H]2CC=C(C(=O)O)[C@H](c3ccc(Br)cc3)N2S(=O)(=O)c2ccc(C)cc2)c1	-2.3	.	6	.	7	37	.	-1	-6
Cc1cccc(NC(=O)c2cccc3c2-c2ccccc2C3=O)n1	0.1	18	-6	-7	8	-10	106	0	-2
CCC(=O)Nc1ccc2oc(-c3cccnc3)nc2c1	-0.7	28	-5	7	2	-6	99	-6	-4
C=CCn1c(SCC(=O)N(CC)C2CCS(=O)(=O)C2)nc2sc3c(c2c1=O)CCC3 (stereo unspecified)	0.8	.	7	.	-2	8	.	-4	-6
COc1ccc(NC(=O)C2CC(=O)N(c3cccc(C)c3C)C2)cc1 (stereo unspecified)	-0.5	-4	13	1	-4	-5	97	5	-1
O=C(Nc1nnc(CCc2ccccc2)s1)c1cccs1	0.9	15	-3	-6	3	-1	89	1	-2
O=C(C[n+]1ccccc1)Nc1ccccc1C(F)(F)F	0.0	44	-5	-1	2	6	103	-1	-10
Cc1nn(-c2cccc(Cl)c2)c(Cl)c1/C=N/NC(=O)c1cccnc1	-0.2	2	-12	-12	-1	-33	95	-5	-3
O=C1CCCN1c1ccc(S(=O)(=O)NCCc2ccc(Cl)cc2)cc1	-4.8	0	-6	-1	4	-23	97	-4	.
CCOc1cc(C2CC(=O)N3CN(C4CCCCC4)CSC3=C2C#N)ccc1O (stereo unspecified)	9.0	42	1	-10	2	-24	97	3	.
O=C(O/N=C\c1ccc(N2CCCCC2)c([N+](=O)[O-])c1)c1c(F)cccc1F	-1.5	46	2	-5	5	10	107	2	3
COc1ccc(NC(=S)NC(=O)C2CCC2)cc1	-1.6	23	7	-2	-2	-5	98	-6	-2
CC1(C)CC(=O)/C(=C(\O)CCCN2C(=O)c3ccccc3C2=O)C(=NCCO)C1	-2.2	29	11	-18	2	-3	104	-3	2
CCOC(=O)c1oc2cc(O)cc(C)c2c(=O)c1-c1cscn1	0.0	6	3	-13	1	17	85	1	6
CCOC(=O)c1c(-c2ccccc2)csc1NC(=O)c1cc(-c2ccccc2OC)on1	4.7	.	9	.	-6	-6	.	3	7
CC(=Nc1ccccc1)C1=C(O)CSC1=O	0.5	-60	8	-4	-2	9	105	9	-2
Cc1ccc2oc(C(=O)NCCCN3CCOCC3)c(C)c2c1	-0.5	38	-1	9	-5	-9	105	2	-2
COc1cc(NC(=O)C2CC3CCC2C3)c(OC)cc1Cl (stereo unspecified)	-2.1	.	2	.	-3	-4	.	5	3
COc1ccc(CCN(C)CCC(=O)Nc2c(C)cc(C)cc2C)cc1OC	0.3	-4	-1	14	0	6	81	0	-5
Cc1nc2ccccc2c2c1C(=O)N(C(C)C)C2=O	-0.6	-1	4	4	6	-3	103	0	-4
C[C@@H](C(=O)N1CCN(C(=O)OC(C)(C)C)CC1)n1cc(CCC(=O)O)nn1	-0.8	1	7	-12	0	10	96	8	-6
CC(C)CN(C(=O)COC(=O)CCC(=O)c1ccc(F)cc1)c1c(N)n(Cc2ccccc2)c(=O)[nH]c1=O	-1.2	.	12	.	-1	9	.	5	0
CC(C)(CCC(=S)N1CCOCC1)c1ccccc1	-3.3	.	-3	.	.	-6	.	2	-2
COc1ccc(Nc2nc(-c3sc(N)nc3C)cs2)cc1	-0.7	68*	2	-8	1	5	99	-4	-5
c1ccc(N2CCN(c3nc(-c4ccccn4)nc4ccccc34)CC2)cc1	0.4	4	3	-10	3	-18	106	1	-6
N#Cc1cc([N+](=O)[O-])ccc1N1CCN(c2ccccc2O)CC1	3.1	-12	-9	-1	-4	-6	103	-4	7
CC(C)n1ncc2c(C(=O)Nc3ccc(CC#N)cc3)cc(C3CC3)nc21	-1.1	.	-1	.	-3	1	.	-2	-7
CCC(=O)N1CCc2cc(S(=O)(=O)CCC(=O)Nc3ccc(CC)cc3)ccc21	-0.2	-3	-3	2	1	2	.	2	0
CCN1CCN(C(=O)CCCn2c(C)c3cnn(-c4ccccc4)c(=O)c3c2C)CC1	1.0	-7	6	0	-1	3	104	2	.
CCCc1nnc(NC(=O)CCC(=O)N2CCN(S(=O)(=O)c3ccc(OC)cc3)CC2)s1	-1.3	22	-5	5	5	-18	97	-2	0
O=C(O)Cc1ccc2c(c1)Cc1cccnc1O2	-1.0	.	6	.	.	5	.	.	-5

# Continued:
Structure	CRFBP-R2 agonist	PHOSPHO1 inh	M4 PAM	p-CIP stab down	IDE cell inh	CRFR2-BP antag	MEKK3 PB1 HTS	IDE cell activ	GalR3 antagonist
COC(=O)/C(=C1\Oc2ccc(C(C)(C)C)cc2S1)C(F)(F)F	2.5	15	7	16	3	-98	120	3	-2
O=C(NCc1ccc(F)cc1)Nc1cccc(Cl)c1	-2.3	24	-10	2	3	11	104	2	-6
CC(C)Oc1ccc(C(=O)Nc2ccc(N3CCN(C(=O)c4ccco4)CC3)cc2)cc1	0.6	32	0	-4	-2	0	104	1	-10
Cc1cc(C)c(NC(=O)COc2ccc(-n3cnnn3)cc2)c(C)c1	-0.6	52	0	5	5	-1	98	-4	-4
c1ccc2nc(N3CCCC3)c(N3CCCCC3)nc2c1	0.0	.	1	.	.	-5	.	3	0
CC[n+]1c(/C=C(/C)SC)sc2ccccc21	-0.7	3	-17	-16	6	8	97	-6	-2
CCc1ccc(NC(=O)C2CCN(S(=O)(=O)c3cccs3)CC2)cc1	0.1	24	-7	-7	10	6	100	-2	-10
Cc1ccc2nc(-c3ccncc3)cc(C(=O)NCc3ccccc3F)c2c1	0.3	29	1	2	3	-1	99	-5	-1
CC(C)=CCC/C(C)=C/C=N/NC(=O)c1ccc([N+](=O)[O-])cc1	-1.3	0	8	5	6	-7	83	2	-12
CN(CC(=O)Nc1ccc(F)c(F)c1F)C(=O)C1CCCO1 (stereo unspecified)	-0.1	.	11	.	-2	3	.	3	-4
Nc1nnc(Sc2ncccc2[N+](=O)[O-])s1	1.3	-5	-1	1	1	-5	110	-1	-3
N#CC(CO)(Cc1ccc(OC(F)F)cc1)c1nc2ccccc2[nH]1 (stereo unspecified)	0.0	0	-6	-8	1	19	90	6	-1
Cc1ccc(CN2CCNC(=O)C2CC(=O)N(C)CCc2cnn(C)c2)cc1 (stereo unspecified)	-0.9	42	4	0	.	4	104	5	-2
COc1ccc(NC(=O)C2CCN(S(C)(=O)=O)CC2)cc1	1.4	3	10	-19	1	16	97	2	2
Cc1cc2ccccc2n1CCNC(=O)C1CCCCC1	5.4	-6	-3	-8	0	-27	103	-1	.
CCOC(=O)c1cc(-c2csc(COc3ccc(Cl)cc3)n2)on1	0.3	41	9	2	-10	16	88	1	-2
C/C(=N\N=C\c1ccc(N(C)C)cc1)c1cccc([N+](=O)[O-])c1	0.2	-14	-4	8	4	8	73*[inhibitor]	-4	-3
O=C(N/N=C/c1ccc(OC(=O)c2ccccc2)c([N+](=O)[O-])c1)c1ccc(O)cc1	-0.9	11	-8	-14	5	-29	102	4	-4
C/C=C/C(=O)Nc1nnc(-c2ccccc2C)s1	-1.3	25	6	-7	2	-5	98	0	-4
COc1ccc(Cl)cc1NC(=O)CCc1nc(-c2ccccc2F)no1	-0.1	28	12	7	7	1	109	-5	1
CCOc1ccc(C(=O)N2CCCC2)cc1OC	0.2	18	4	0	3	27	102	3	-4
Cc1cc(C(=O)Nc2nnc(C3CC3)s2)c(C)s1	1.8	.	8	.	-1	-20	.	0	-7
Nc1ccc(N2CCOCC2)c2nonc12	-1.4	12	1	-5	6	28	109	-2	9
COc1ccc(N2CCN(CCNC(=O)Nc3ccc([N+](=O)[O-])cc3OC)CC2)cc1	2.0	20	2	8	.	-4	101	-3	-12
CCOC(=O)CC1C(=O)NCCN1C(=S)NC(=O)c1ccc(C)c(Br)c1 (stereo unspecified)	0.5	.	2	.	.	6	.	.	0
Cc1cc(Cl)ccc1OCC(=O)Nc1ccc(CN2CCOCC2)cc1	0.6	.	-3	-6	.	-4	101	-5	-4
Cc1cc(C)nc(SCC(=O)NN)n1	-0.8	-22	-1	4	0	26	102	6	-3
Cc1sc2ncnc(SCC(=O)NNC(=O)COc3cccc4ccccc34)c2c1C	-0.6	26	8	0	2	-6	100	4	-3
